# VLA-4 inh = inhibition in a human VLA-4 binding assay | P13612 | VLA-4 expressing cells, ligand binding flow cytometry | inhibition, % (about 7 µM as worked out from the volumes in the protocol) | 330,000 tested, 0.2% active; in the data active = inhibition above about 50%
# GASC-1 inh = blocks human GASC-1 demethylase activity; GST-JMJD2C(1-420) H3K9me3 demethylation, DELFIA europium; inhibition, % at 2.35 µM; 330,000 tested, 0.069% active;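 active = more than half of a compound's replicate wells show inhibition beyond 50%, single wells judged on their own value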;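 also: signal counts dimethyl H3K9 product captured on neutravidin plate; 0% = median of DMSO wells and 100% = 0.3 times that DMSO median; strong numbers were not always called active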
# Target sequence (Q9H3R0 1-420 limits assumed): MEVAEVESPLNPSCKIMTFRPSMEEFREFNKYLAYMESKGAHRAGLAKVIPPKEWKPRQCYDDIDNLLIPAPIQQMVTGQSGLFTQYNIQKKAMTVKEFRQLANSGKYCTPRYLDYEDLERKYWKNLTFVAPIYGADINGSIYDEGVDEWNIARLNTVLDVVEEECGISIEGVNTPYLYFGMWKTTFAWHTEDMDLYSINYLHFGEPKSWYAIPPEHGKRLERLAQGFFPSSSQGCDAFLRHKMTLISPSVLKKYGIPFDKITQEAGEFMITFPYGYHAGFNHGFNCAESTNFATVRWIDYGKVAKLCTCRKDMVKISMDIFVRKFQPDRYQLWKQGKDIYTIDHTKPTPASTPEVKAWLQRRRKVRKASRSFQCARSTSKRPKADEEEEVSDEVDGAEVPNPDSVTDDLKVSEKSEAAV
# GRK2 aptamer HTS = inhibitors of human GRK2 displacing RNA aptamer | P25098 | bead flow cytometry, FAM-aptamer displacement from GRK2 | inhibition of aptamer binding, % at 10 µM | 330,000 tested, 0.59% active | AID 488847;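 active = inhibition of aptamer binding above 40%, roughly 3 SD of noise, on plates passing a quality check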;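 also: median bead fluorescence of bound FAM aptamer so fluorescent compounds give negative values; no value below 0 was filed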
# Target sequence (P25098 whole entry, looked up): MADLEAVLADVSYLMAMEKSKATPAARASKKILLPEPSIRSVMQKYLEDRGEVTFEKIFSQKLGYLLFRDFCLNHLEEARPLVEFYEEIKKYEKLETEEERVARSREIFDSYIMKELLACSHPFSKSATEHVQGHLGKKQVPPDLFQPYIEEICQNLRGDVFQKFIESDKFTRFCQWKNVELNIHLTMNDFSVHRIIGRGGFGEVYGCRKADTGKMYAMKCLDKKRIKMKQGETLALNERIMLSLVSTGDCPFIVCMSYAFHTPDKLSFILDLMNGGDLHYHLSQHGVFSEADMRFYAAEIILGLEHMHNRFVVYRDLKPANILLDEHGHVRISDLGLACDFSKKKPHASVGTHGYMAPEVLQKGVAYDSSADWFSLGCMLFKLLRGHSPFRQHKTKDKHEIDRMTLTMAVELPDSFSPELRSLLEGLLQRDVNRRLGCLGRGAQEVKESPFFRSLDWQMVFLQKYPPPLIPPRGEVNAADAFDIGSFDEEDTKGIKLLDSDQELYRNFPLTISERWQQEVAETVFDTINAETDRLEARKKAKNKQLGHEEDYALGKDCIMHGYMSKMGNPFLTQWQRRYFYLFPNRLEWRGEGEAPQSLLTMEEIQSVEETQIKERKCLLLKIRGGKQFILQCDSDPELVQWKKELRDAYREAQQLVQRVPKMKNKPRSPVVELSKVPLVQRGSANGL
# Fh CTSL1 inh = cathepsin L1 inhibition, PFM18AAP counter-screen. 300,000 tested, 0.49% active. AID 1906. recombinant F. hepatica cathepsin L1, Z-Leu-Arg-MCA fluorescence. inhibition, % at 5.96 µM;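 active = inhibition above the mean of all tested compounds plus 3 SD, set per screening campaign, cut at about 17% in these data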;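 also: 0% = plate median of test compound wells and 100% = 1 µM Z-Phe-Ala-diazomethylketone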
# PP1 counter = PP1-alpha (human) inhibition in PP5 counter-screen | P62136 | AID 2235 | purified PP1alpha, OMFP fluorescence | 320,000 tested, 0.9% active | inhibition, % at 6.7 µM;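 active = inhibition above the mean inhibition of all tested compounds plus 3 SD, computed separately for each screening campaign, cut at about 15% in these data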
# proCasp7 act = activates human procaspase-7, counter-screen for procaspase-3 activators; P55210; 330,000 tested, 0.093% active; recombinant procaspase-7, Ac-DEVD-pNA absorbance 405 nm; D23A/D198A/D206A triple mutant, cannot self-cleave; scale: DMSO 0, 5 µM enzyme 100; activation, % at 8.5 µM;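 active = percent activation above the screen-wide mean plus 3 SD, cut at about 25% in these data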
#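 buffer or medium = Zinc-free HEPES/NaCl buffer, pH 7.4 | material = Procaspase-7 triple mutant (PC-7 D3A) | input = 2 µM procaspase-7 mutant as dispensed | signal = Epi-absorbance of released pNA at 405 nm, two timepoints | timing = 1 h preincubation, 2 h reaction | replicates = singlicate compound testing | evaluation = % activation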
# PP5 primary = PP5 (human) phosphatase inhibition. P53041. purified PP5c, OMFP substrate fluorescence. inhibition, % at 6.7 µM. 320,000 tested, 0.18% active;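 active = inhibition above the campaign's mean inhibition across all tested compounds plus 3 SD, cut at about 9.5% in these data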;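 also: 0% = DMSO only and 100% = 100 µM cantharidin control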
# HCV core dimer = HCV core protein dimerization inhibition; TR-FRET GST/Flag-core106 dimerization, 1536-well; inhibition, % at 5 µM; 300,000 tested, 0.33% active;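 active = inhibition above the mean of all tested compounds plus 3 SD, set per screening campaign, cut at about 45% in these data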
#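 System: GST/Flag-tagged HCV core106 proteins. Incubation: compound-protein-antibody incubation 4 h at 22.5 °C. Technique: HTRF with 340 nm excitation, 617/671 nm emission. Medium: KF-containing HEPES buffer, pH 7.45, DTT, CHAPS, BSA. Read-out: inhibition (%) from 671 over 617 nm ratio. Also added: Eu(K)-anti-GST 90 ng/mL plus XL665-anti-Flag 1 µg/mL.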
# proCasp3 act = activates human procaspase-3; P42574; recombinant procaspase-3 D3A, Ac-DEVD-pNA absorbance 405 nm; activation, % at 8.5 µM; 330,000 tested, 0.11% active; AID 463141;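 active = activation above the mean of all tested compounds plus 3 SD, cut at about 21% in these data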;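 also: 0% = DMSO alone and 100% = DMSO wells spiked with extra 5 µM PC-3 D3A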
#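 System: Procaspase-3 D3A mutant. Medium: Zinc-free 300 mM NaCl, 50 mM HEPES, 0.01% Triton X-100. Schedule: 1 h preincubation plus 2 h reaction at 25 °C. Measured by: 405 nm absorbance of p-nitroaniline, reads at 0 and 120 min. Read-out: percent activation relative to control range.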
# An asterisk follows results filed as active; nt = not tested or not shown; & = joins results of further samples.
# Each structure is followed by: GASC-1 inh	VLA-4 inh	proCasp7 act	GRK2 aptamer HTS	proCasp3 act	PP1 counter	Fh CTSL1 inh	HCV core dimer	PP5 primary
- CCOC(=O)CN(C(=O)CSc1nnc(C)n1-c1ccccc1)c1cccc([N+](=O)[O-])c1
    3	8	16	2	2	4	-3	1	1.8
- CCCCn1cnc2c(sc3nc4c(cc32)CSC(C)(C)C4)c1=O
    3	21	5	1	2	1	-2	11	-0.1
- CCN(CC)S(=O)(=O)c1ccc(/C(O)=C(\C#N)c2nc3ccccc3n2C)cc1
    8	-16	-6	0	-5	-3	4	11	-0.1
- Nc1ccc(C(=O)N/N=C\c2ccc(OC(=O)c3ccccc3Cl)cc2)cc1
    -1	2	6	0	-1	0	-2	-5	-2.3
- O=C(NCc1nnnn1-c1ccc(F)cc1)C1CC(=O)N(c2ccc(F)cc2)C1 (centres undefined)
    16	3	3	1	3	0	1	-1	2.9
- COc1ccc(S(=O)(=O)n2c([N+](=O)[O-])cnc2C)cc1OC
    5	-17	-13	3	2	-6	3	-11	4.7
- CCCCc1ccc(NC(=O)COc2ccc(C(=O)Nc3ccccc3OC)cc2)cc1
    -8	18	13	0	-3	-5	0	11	3.5
- Cc1cccc(-n2c3nc(=O)[nH]c(=O)c-3cc3c(C)nn(-c4ccccc4)c32)c1
    -6	3	-6	0	-1	-2	6	-3	-2.1
- CN1CCN(c2ccc(NC(=S)NC(=O)/C=C/c3ccco3)cc2)CC1
    3	-1	-4	0	0	4	3	-12	1.0
- Cc1[nH]c2ccccc2c1/C=N/NC(=O)c1cc(-c2cccs2)[nH]n1
    -2	-1	1	2	1	2	5	-28	6.1
- O=C(Cn1cnc2c(nnn2Cc2ccccc2)c1=O)NCC1CCCO1 (centres undefined)
    0	-2	0	0	0	-1	-1	13	1.5
- CC(C)[C@H]1CC[C@@H](C)C(C(=O)c2ccccc2)C1=O (some centres undefined)
    9	11	-1	3	5	1	0	-3	1.0
- COc1ccc(CN(CCC(c2ccccc2)c2ccco2)C(=O)c2ccco2)cc1 (centres undefined)
    -3	-2	-9	0	-3	3	23*	38	-0.6
- CCOC(=O)c1cc(-c2ccccc2)sc1NC(=O)C(C)N1C(=O)NC(C)(c2ccc(Cl)cc2)C1=O (centres undefined)
    3	-9	-5	4	-9	22*	3	32	4.3
- O=C(Nc1nnc(SCc2ccccc2)s1)c1cc2c(s1)CCCC2
    -6	5	13	0	5	0	1	19	2.3
- C[C@H](NC(=O)[C@@H]1Cc2ccccc2CN1)C(=O)NC[C@H]1CC[C@H](C(=O)O)CC1
    -29	-14	-5	0	-4	-1	-2	-2	-6.7
- CC(C)c1ccc(S(=O)(=O)N2CCN(C(=O)c3cc(-c4ccccc4)n[nH]3)CC2)cc1
    -2	27	3	0	7	5	0	8	5.4
- O=S(=O)(c1ccc(Br)cc1)c1cnc2ccccc2n1
    -11	15	-1	3	1	-1	-2	12	0.6
- CCCN1C(=O)C(NC(=O)c2ccncc2)(C(F)(F)F)C2=C1CC(C)(C)CC2=O (centres undefined)
    -11	7	-3	3	10	-2	-3	2	-0.5
- CC1(C)C(=O)Nc2ccccc2N1C(=O)COC(=O)CCSc1ccccc1
    -1	-11	-2	4	9	1	-53	3	2.4
- O=C(CC1OCC2CCCN2C1=O)Nc1ccc([N+](=O)[O-])cc1 (centres undefined)
    8	0	-4	0	-11	0	-4	1	0.7
- C=CCSc1nc2ccccc2c(=O)[nH]1
    4	-1	4	2	0	-4	-4	-4	0.4
- O=c1[nH]nc(-c2ccccc2)c2ccccc12
    4	15	5	12	0	3	-2	-1	-0.6
- S=C(Nc1ccccc1)Nc1ccc2cn[nH]c2c1
    -5	-6	-12	3	-8	0	-2	0	0.4
- O=C(On1c(-c2ccccc2)nc2ccccc2c1=O)c1ccco1
    -29	-13	-4	0	3	-2	-8	3	1.5
- CCC(=O)Nc1cc(C(=O)O)ccc1S(=O)(=O)c1ccc(C)cc1
    7	22	3	0	4	-3	-5	-5	2.5
- CCN(Cc1nc(-c2ccccc2)no1)C(=O)c1ccc2c(c1)OCO2
    0	-1	-12	0	5	-3	3	0	-0.6
- COc1ccc2c(c1)c(C(=O)CN1CCN(C(=O)c3ccco3)CC1)c(C)n2C
    -28	5	6	2	-2	-2	-3	-3	4.8
- C=CC[N+](C)(C)CCCNC(=O)/C=N/O
    2	-16	-2	0	-7	1	2	-1	1.1
- Cc1c(C)c(C)c(S(=O)(=O)Nc2ccc3[nH]c(=O)[nH]c3c2)c(C)c1C
    18	-1	2	2	-7	0	-2	2	3.2

# One compound at a time, as listed above. Screens in order: GASC-1 inh | VLA-4 inh | proCasp7 act | GRK2 aptamer HTS | proCasp3 act | PP1 counter | Fh CTSL1 inh | HCV core dimer | PP5 primary
# CCC(=O)Nc1cc(C(=O)O)ccc1S(=O)(=O)c1ccc(C)cc1 as listed: 7 | 22 | 3 | 0 | 4 | -3 | -5 | -5 | 2.5
# S=C(Nc1ccccc1)Nc1ccc2cn[nH]c2c1 as listed: -5 | -6 | -12 | 3 | -8 | 0 | -2 | 0 | 0.4
# C=CC[N+](C)(C)CCCNC(=O)/C=N/O as listed: 2 | -16 | -2 | 0 | -7 | 1 | 2 | -1 | 1.1

# (more compounds)
# Each structure is followed by: GASC-1 inh	VLA-4 inh	proCasp7 act	GRK2 aptamer HTS	proCasp3 act	PP1 counter	Fh CTSL1 inh	HCV core dimer	PP5 primary
- CCCCC1CC(CSc2ncn[nH]2)OC1=O (centres undefined)
    -6	0	-12	0	0	5	2	-1	2.5
- O=C(COC(=O)/C=C/c1ccccc1Cl)NCc1ccccc1
    0	5	8	0	1	0	-11	6	2.7
- NS(=O)(=O)c1ccc(NC(=S)Nc2ccc(F)c(F)c2)cc1
    -4	-4	-1	4	-3	-1	2	1	-0.2
- CS(=O)(=O)N(CCc1ccccc1)CC(=O)N1CCN(Cc2ccc3c(c2)OCO3)CC1
    -4&-5	19	7	0	13	2	-2	-3	1.1
- CCc1ccc(NC(=O)COC(=O)/C=C/c2c(C)nn(C3CCS(=O)(=O)C3)c2Cl)cc1 (centres undefined)
    -3	8	4	0	-5	-1	-4	-1	1.6
- CN1/C(=C\C=N\NC(=O)c2ccccc2Br)C(C)(C)c2ccccc21
    -4	-406	-5	1	-5	3	4	-1	-0.5
- CN(C)C(C(=O)NC1CCCCC1)c1ccc(Cl)cc1 (centres undefined)
    10	1	-1	0	6	-6	0	-5	1.0
- O=C(Nc1nc2ccccc2s1)c1ccc([N+](=O)[O-])o1
    0	-5	-12	1	2	-1	6	-1	-2.7
- O=C1C=C(c2ccc(O)cc2)C[C@@H](c2ccc(Cl)cc2)C1
    4	0	1	0	0	3	nt	nt	7.0
- CC(C)CCN1C(=O)C2(OCCCO2)c2cc(Cl)ccc21
    -11	16	-1	1	3	2	1	-7	2.9
- C/C(CCC1CC(C)OC1=O)=N/Nc1nc(-c2ccccc2)cs1 (centres undefined)
    10	9	-1	2	1	-1	1	19	-0.4
- O=C(CCNS(=O)(=O)c1ccccc1F)NC1CCCCCC1
    nt	23	2	24	2	0	nt	nt	0.1
- Cc1cccc(-n2ncc3c(N4CCC(C)CC4)ncnc32)c1
    -7	22	-2	2	11	2	2	0	3.4
- S=C(Nc1ccc2nsnc2c1)N1CCCCC1
    -10	13	-5	4	-8	-3	0	-8	3.6
- COc1ccc(-c2nc(SCC(=O)N3CCCC3)n[nH]2)cc1
    -1	-10	-3	2	3	1	0	5	2.4
- CC(C)c1ccc(C(=O)NCCCNC(=O)c2cnccn2)cc1
    4	-8	1	0	1	3	-1	-1	3.3
- COC(=O)c1c(NC(=O)CS(=O)(=O)c2ccccc2)sc(C)c1C
    16	-13	2	1	4	0	-2	1	3.1
- CC(C)Cn1c(=S)[nH]c2ccccc2c1=O
    -4	4	10	1	-1	-2	0	7	-2.2
- CCC(C)(C)NC(=O)C(c1ccc(O)cc1)N(CCOC)C(=O)CCC(=O)Nc1nccs1 (centres undefined)
    5	10	6	0	-1	2	0	1	0.7
- CN(CC(=O)Nc1c(Cl)cccc1Cl)C(=O)c1cc(S(=O)(=O)N(C)C)ccc1N1CCCC1
    -5	-5	3	2	-18	-6	2	-8	-2.1
- COc1ccc(OC)c(-c2nnc3n2N=C(c2ccc(OC)c(OC4CCOC4)c2)CS3)c1 (centres undefined)
    26	-9	5	2	10	nt	nt	nt	nt
- O=C(O)CC/C(=N\NC(=O)CNC(=O)c1cccc(Cl)c1)c1ccccc1
    -3	30	5	3	-1	-1	-1	-4	3.9
- CC(SC1=NCCS1)C(=O)Nc1nnc(-c2ccc(F)cc2)s1 (centres undefined)
    -1	21	11	1	12	-3	-1	8	2.6
- CC(=O)Nc1ccc(NC(=O)CSc2nnc(-c3cccnc3)o2)cc1
    2	17	2	3	8	-1	-1	13	-2.2
- COC(=O)CCC(=O)Nc1ccc(Br)cc1
    4	27	5	0	5	-4	-6	1	-0.3
- O=C(CC(=O)Nc1ccc(Cl)c(Cl)c1)N/N=C/c1ccc(O)cc1
    -1	-11	-6	1	6	0	0	-1	2.3
- COc1ccc(CCN2C(=O)CC(N3CCN(S(=O)(=O)c4ccccc4)CC3)C2=O)cc1OC (centres undefined)
    -14	5	0	1	-14	-1	-2	-2	0.2
- CCN(CC)C(c1ccc(C)cc1)c1nnnn1C1CCCCC1 (centres undefined)
    -6	11	1	0	-2	4	3	6	1.2
- O=C(O)CCCCc1nc2ccccc2s1
    17	-12	5	0	-1	-3	-2	-4	0.5
- COc1ccc(-c2cc(C(=O)NC3=NCCS3)c3ccccc3n2)cc1OC
    -29	15	-7	0	0	0	-3	1	2.3
- COC(=O)c1sccc1NC(=O)C1CC(C)=C(C)CC1C(=O)O (centres undefined)
    -2	9	6	0	-4	-3	3	-4	0.8
- O=C(Nc1cc(S(=O)(=O)N2CCOCC2)ccc1N1CCCC1)C1COc2ccccc2O1 (centres undefined)
    6	-3	12	3	-8	-1	-3	4	-0.4
- COc1cccc(CNC(=O)C2CCN(S(=O)(=O)c3ccc(C)cc3)CC2)c1
    11	6	2	1	7	0	-3	-5	3.4
- COc1ccc(CCC(=O)NC2CCCc3ccccc32)cc1OC (centres undefined)
    14	13	-7	1	2	-4	-1	-11	-4.8
- COc1ccccc1OCC(=O)N/N=C/c1c(O)ccc2ccccc12
    -31	3	-32	5	-18	-1	1	-9	3.6
- COc1ccc(N2C(=O)C3CCCN3C2c2ccccc2)cc1Cl (centres undefined)
    -14	-8	7	0	-7	-2	4	-1	0.2
- COc1cc2cc(CN(Cc3nnnn3Cc3ccco3)C3CCCCC3)c(=O)[nH]c2cc1OC
    -15&9	-11	-21	5	-22	0	14	8	0.1
- CCc1ccc(CNCc2cccs2)cc1
    1	-2	7	3	4	-4	0	-2	-0.9

# Compound activity from PubChem BioAssay.

# An unsorted share of the library. About 2.6% of those tested had a hit in this group.
